Bioassay records deposited in PubChem BioAssay by National Center for Advancing Translational Sciences (NCATS).
MBNL1 CUG block – blocks human MBNL1 binding to CUG repeat RNA | TR-FRET MBNL1-His/biotin-(CUG)12 binding, 665/545 ratio | Potency, µM (series often up to 57.5 µM), without a hit: at the highest dose activity change, negative = inhibition, usual class: inhibitors | hit rate 0.036% among 280,000; active = well fitted inhibition curve with a large enough effect in the signal ratio, with a control signal flat, not every such curve was filed as active; inconclusive = small, poorly fitted or top-dose-only effect, or effect the other way, or a change in a side signal; inactive = no such curve, though single readings can be large or run the other way; the % refers to the signal ratio; also: potency is read from the fitted curve at half-maximal effect; % is scaled to controls: 0 for no effect and ±100 for the full control effect
Target sequence (Q9NR56 whole entry, looked up): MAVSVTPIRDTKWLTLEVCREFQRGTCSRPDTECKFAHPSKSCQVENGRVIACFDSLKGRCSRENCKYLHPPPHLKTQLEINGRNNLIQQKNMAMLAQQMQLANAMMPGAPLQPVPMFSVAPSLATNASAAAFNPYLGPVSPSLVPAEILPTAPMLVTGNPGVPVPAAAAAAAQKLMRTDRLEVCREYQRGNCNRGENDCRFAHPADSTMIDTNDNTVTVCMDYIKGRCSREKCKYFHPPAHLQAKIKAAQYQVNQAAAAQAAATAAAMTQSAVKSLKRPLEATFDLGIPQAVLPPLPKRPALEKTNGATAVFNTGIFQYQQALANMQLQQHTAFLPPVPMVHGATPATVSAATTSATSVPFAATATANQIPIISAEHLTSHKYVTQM
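Compounds (final 92 nM to 58 uM) are added to His-tagged MBNL1 and biotin-(CUG)12, then terbium anti-His antibody and streptavidin-XL665 (5 nM final). After 60 min at room temperature, the 665/545 nm ratio is read.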
GALK inhibitor – galactokinase (human) inhibition | Potency, µM (series often up to 57.5 µM), without a hit: top-dose activity change, negative = inhibition, most hits filed as inhibitors | hit rate 0.007% among 270,000 | P51570 | Purified GALK, Kinase-Glo residual ATP luminescence; also: potency is read from the fitted curve at half-maximal effect; % is scaled to controls: 0 for no effect and ±100 for the full control effect
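ATP-depletion format; final 35 uM ATP, 100 uM D-galactose, 5 nM enzyme; pH 8.0 HEPES/Mg2+ buffer; 60 min RT; luminescence read 10 min after detection reagent.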
Integrin act MD – activates integrin-mediated alleviation for muscular dystrophy | alpha7betagal myoblasts, beta-gal FDG fluorescence, 48 h | Potency, µM (highest dose often 38.3 µM), for inactives: at the top dose activation, usual class: activators | hit rate 0.064% among 350,000 | AID 624291;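 also: potency is read from the fitted curve at half-maximal effect; 100% = response of the positive control SU9516; nearly all actives have a fitted effect of over 60% in size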
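Alpha7betagal+/- myoblasts (passage 13) were plated 16-24 hr, then exposed to compounds (1:260 dilution of DMSO stock) for 48 hours at 37C. After MPER lysis, β-galactosidase reporter activity was read as FDG fluorescence (ex 480/em 540) after 30 minutes.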
KCNH2 WT inh – KCNH2 (human, wildtype) channel inhibition | Q12809 | U2OS, BacMam KCNH2, thallium flux FluxOr; hits give low values | activity change, % at 1.84 µM | hit rate 0.37% among 340,000 | AID 720551;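 active = maximum activity change below -70%; inconclusive = maximum activity change between -70% and -50%; inactive = maximum activity change above -50%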; also: % is scaled to controls: 0 for no effect and ±100 for the full control effect
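U2OS cells transduced with wild-type KCNH2 virus are loaded with FluxOr dye for 45 min, and thallium flux is measured in kinetic reads before and after stimulation buffer. Rate constants are normalized to DMSO controls.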
KCNH2 3.1 block – blocks the human KCNH2 3.1 channel isoform. U2OS KCNH2 3.1, thallium flux FluxOr; hits give low values. activity change, % (tested at about 1.8 µM). hit rate 0.95% among 340,000. AID 720553;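 active = maximum activity change below -70%; inconclusive = maximum activity change from -70% to -50%; inactive = maximum activity change above -50%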;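 also: thallium influx rate constant from kinetic fluorescence after stimulation buffer; % is scaled to controls: 0 for no effect and ±100 for the full control effect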
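U2OS cells transduced with KCNH2 3.1 mutant virus (1.77 x 10^8 /mL, 4 h), plated overnight at 37 C, loaded 45 min with FluxOr dye plus Red40 quencher. Thallium flux rate constant from kinetic reads after stimulation buffer, normalised to controls.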
FBPA coupling cs – inhibits coupling enzyme system, counter-screen for aldolase hits; coupling enzyme system counterscreen, AmpLite Red fluorescence; activity change, negative = inhibition, % at 58.2 µM, hits read low; hit rate 0.67% among 290,000; AID 2472; in the data active = activity change below about -30%; also: % is scaled to controls: 0 for no effect and ±100 for the full control effect
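Counterscreen lacking aldolase: glyceraldehyde-3-phosphate coupling-enzyme reagent preincubated 10 min at RT with compound (at 57.5 uM final), then substrate/coupling system with AmpLite Red added; fluorescence read at 525/598 nm after 20 min RT.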
TRPV1 ag – human TRPV1 agonism; TRPV1-expressing cells, Fluo-8 calcium influx, agonist mode; activation, % at 8.33 µM; hit rate 0.19% among 320,000; AID 540275; in the data active = activation above about 80%; inconclusive = between about 30% and that limit; also: 0% is about no effect
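TRPV1-expressing cells were cultured overnight at 35.5C and loaded with Fluo-8 calcium dye for 40 to 90 min at room temperature. After a 10 s baseline, compound was added and calcium influx was read kinetically for 3 min (ex 480/em 520 nm).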
AT treatment – potential ataxia-telangiectasia treatments restoring KAP-1 phosphorylation. […] A-T fibroblasts, KAP-1 phosphorylation AlphaLISA; neocarzinostatin DNA damage 30 min before lysis. Potency, µM (doses to about 57.5 µM), without a hit: top-dose activation, most hits filed as activators. hit rate 0.19% among 320,000; also: potency is read from the fitted curve at half-maximal effect; % of control where 0% means no effect; nearly all actives have a fitted effect of over 45% in size
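ATM-like activity read as KAP-1 phosphorylation via AlphaLISA donor/acceptor antibody pairs after lysis and 6 hr at 25C. Cells were ATM-null patient fibroblasts ([…], hTERT), dosed 60 min, then exposed to the DSB inducer NCS for 30 min.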
CXXC DNA block – MLL CXXC-DNA interaction inhibition; MLL-CXXC / FITC-HOXA9 DNA fluorescence polarization; Potency, µM (doses to about 115 µM), for inactives: at the top dose activity change, negative = inhibition, most hits filed as inhibitors; hit rate 0.037% among 290,000; AID 2662; active = well fitted inhibition curve with a large enough effect in the polarisation, with a control signal flat, not every such curve was filed as active; inconclusive = small, poorly fitted or top-dose-only effect, or effect the other way, or a change in a side signal; inactive = no such curve, though single readings can be large or run the other way; the % refers to the polarisation; also: potency is read from the fitted curve at half-maximal effect
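Fluorescence polarization: 7 uM MLL-CXXC (stock) preincubated 5 min with compounds, then 50 nM fluorescein-HOX-A9 DNA (stock) added; 30 min ambient. Buffer 50 mM Tris-HCl pH 7.5, 50 mM NaCl, 1 mM DTT, 0.05% BSA.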
ASM inhibitor – blocks human secretory acid sphingomyelinase; P17405; placental ASM, HMU-PC fluorogenic substrate, 60 min; Potency, µM (doses to about 57.5 µM), for inactives: top-dose activity change, negative = inhibition, actives largely listed as inhibitors; hit rate 0.006% among 340,000; AID 504937; also: potency is read from the fitted curve at half-maximal effect
Target sequence (P17405 47-631 limits assumed): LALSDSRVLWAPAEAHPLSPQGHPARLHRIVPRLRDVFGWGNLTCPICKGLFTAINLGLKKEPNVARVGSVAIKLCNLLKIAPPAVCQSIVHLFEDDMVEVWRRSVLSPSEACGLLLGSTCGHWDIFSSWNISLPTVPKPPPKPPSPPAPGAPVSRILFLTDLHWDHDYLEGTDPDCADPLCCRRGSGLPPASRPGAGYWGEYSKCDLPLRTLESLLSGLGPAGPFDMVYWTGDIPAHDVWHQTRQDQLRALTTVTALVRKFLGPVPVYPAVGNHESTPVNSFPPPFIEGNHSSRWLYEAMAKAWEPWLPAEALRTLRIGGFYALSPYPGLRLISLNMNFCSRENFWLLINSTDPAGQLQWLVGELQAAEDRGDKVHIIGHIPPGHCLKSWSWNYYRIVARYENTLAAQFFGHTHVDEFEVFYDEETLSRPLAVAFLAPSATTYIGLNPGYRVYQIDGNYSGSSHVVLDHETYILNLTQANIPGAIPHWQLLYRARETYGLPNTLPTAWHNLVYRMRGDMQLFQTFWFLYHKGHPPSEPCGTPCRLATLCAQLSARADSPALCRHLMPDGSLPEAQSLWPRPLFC
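HMU-PC0 cleavage (9 uM final) by human placental ASM, 60 min at 37 °C following 10 min compound exposure at RT; stopped at pH 10, fluorescence Ex 386/Em 447 nm.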
Starred values were filed as active, the others as inactive; ? = inconclusive; / = not tested or not shown; [ ] = remark or other dose. Unless noted, calls follow the shape of the dose curve; as a rule, active = well fitted curve in the direction sought with a large enough effect; inconclusive = small, poorly fitted or top-dose-only effect, or another doubt; inactive = no such curve, though single readings can be large; an effect the other way counts as inactive or inconclusive. Hits appear at their usual frequency; about 2% have a hit in one of these screens.

SMILES	MBNL1 CUG block	GALK inhibitor	Integrin act MD	KCNH2 WT inh	KCNH2 3.1 block	FBPA coupling cs	TRPV1 ag	AT treatment	CXXC DNA block	ASM inhibitor
COC(=O)c1ccc(/C=N/OCC(=O)Nc2cc(F)ccc2F)cc1	-2.3%	9.0%	-37.4%	14.0	-35.5	5.7	18.5	12.5%	?	1.8%
CNC(=O)CS(=O)(=O)CC(=O)Nc1cc(OC(C)C)c(Cl)cc1Cl	-10.5%	2.5%	-7.0%	-17.4	-19.1	1.7	16.5	0.5%	3.9%	-1.6%
Cc1cccc(C(=O)Oc2ccccc2C(=O)N2CCOCC2)c1	1.5%	0.6%	4.2%	-0.6	-7.8	-2.6	-1.7	5.4%	-1.5%	-0.2%
Cc1noc(NS(=O)(=O)c2ccc(NC(=O)CCC3CCCCC3)cc2)c1C	-1.7%	-3.1%	-9.6%	2.5	-2.9	17.0	5.4	-2.9%	-12.9%	6.0%
NNC(=O)c1cncc(Br)c1	0.9%	-2.7%	26.6%	-0.3	-9.4	10.9	?	17.6%	-5.0%	-1.3%
Cn1c(N)c(C(=O)COC(=O)c2ncc(Cl)c(Cl)c2Cl)c(=O)n(C)c1=O	-3.7%	-1.5%	-11.2%	-2.1	0.0	5.5	26.7	-15.8%	0.4%	7.4%
O=C(O)c1ccc(NCc2nc3ccccc3n2Cc2ccccc2F)cc1	-3.2%	-2.7%	-12.8%	10.4	14.7	8.9	2.8	0.0%	-1.0%	-7.0%
CCCCNC(=O)C1COc2ccccc2O1 (stereo not given)	-3.3%	-1.8%	27.8%	15.1	2.8	0.1	3.3	1.2%	-3.2%	3.9%
O=C(NCC1CCCCC1)c1ccc(Cl)c(S(=O)(=O)N2CCOCC2)c1	/	/	23.5%	9.5	-7.9	/	-0.8	1.2%	/	-2.2%
Nc1cc(N)nc(SCc2cc([N+](=O)[O-])cc3c2OCOC3)n1	/	-4.0%	-0.5%	3.6	-11.4	3.6	-1.1	-5.2%	-4.9%	-1.7%
CC(C)(C)OC(=O)C[C@@H]1C/C=C\C[C@@H](CC(=O)NCCO)C(=O)N[C@H](Cc2c[nH]c3ccccc23)COC1=O	/	/	-35.0%	-5.2	3.5	/	/	-1.4%	/	0.5%
COc1cccc(CNc2nc3ccccc3n2C(C)C)c1O	6.0%	0.0%	-25.1%	-11.5	18.3	1.0	-0.8	-8.9%	-3.5%	-1.4%
COc1ccccc1N1CC(C(=O)Nc2ccc(C)c(S(=O)(=O)N3CCOCC3)c2)CC1=O (stereo not given)	/	/	43.9%	4.9	3.2	/	/	-5.1%	/	3.7%
O=c1c2ccccc2[nH]c(=S)n1CCC1=CCCCC1	/	1.5%	16.0%	-13.5	4.4	-1.9	2.3	-4.7%	3.8%	3.7%
O=C(NCc1ccc2c(c1)OCO2)c1nn2cccnc2c1Cl	7.3%	-0.6%	-6.0%	1.4	16.7	4.1	-1.6	/	1.7%	1.7%
c1ccc(CNc2ncnc3c2cnn3Cc2ccccc2)cc1	-0.5%	-2.5%	-8.5%	1.6	4.5	1.2	?	-2.5%	-6.6%	-0.7%
Cc1cc2ccccc2c(=O)n1CC(=O)NCc1ccco1	-11.4%	0.3%	3.4%	-11.2	-12.5	2.6	7.3	/	-19.1%	-2.1%
Cn1c(=O)c(=O)n(C)c2cc(N3CCCC3)c(NS(=O)(=O)c3ccc(F)cc3)cc21	10.6%	0.9%	8.2%	-15.8	0.3	-7.8	-1.8	-5.0%	0.7%	-4.9%
CN(CC(=O)Nc1cccc(F)c1)C(=O)/C=C/c1ccc(Br)s1	/	/	-9.8%	7.8	14.9	/	?	5.1%	/	5.1%
N#CCCNCC1(c2ccccc2)CCCC1	0.9%	0.6%	-11.3%	4.2	12.6	0.3	3.4	0.1%	-2.2%	1.3%
O=C(c1ccc(Cl)cc1Cl)C1(n2cncn2)Oc2ccccc2C1O (stereo not given)	-3.4%	-1.2%	-9.8%	-10.6	-4.4	-0.6	9.5	12.8%	-19.1%	-3.4%
COc1ccc(N2CCN(C(=O)c3ccc4c(=O)n(CCc5ccc(OC)c(OC)c5)c(=O)[nH]c4c3)CC2)cc1	6.1%	-0.8%	-5.9%	1.4	5.9	6.2	0.8	-1.4%	3.5%	-1.0%
COc1ccc(Nc2cc(=O)n(-c3ccccc3)c3c2c(=O)n(C)c(=O)n3C)cc1	-1.1%	-1.4%	15.4%	1.2	-18.8	2.1	16.0	9.6%	8.4%	2.8%
CCc1noc(C)c1C(=O)Nc1ccc(F)c(F)c1	/	/	-1.5%	13.9	-0.1	/	-0.3	7.1%	/	-5.7%
CN(CC(=O)Nc1ccc(F)cc1)C(=O)C1CCCC1	/	/	?	12.6	-0.6	/	1.3	-3.3%	/	1.3%
O=c1cc(CSc2nc(NCc3ccc(Cl)cc3)c3ccccc3n2)nc2ccc(Cl)cn12	/	/	-0.6%	-8.5	-8.3	/	/	/	/	81.6%
O=C(Cc1c(F)cccc1Cl)Nc1cccnc1	1.8%	-0.1%	-10.0%	-13.0	4.3	0.2	-12.7	-13.5%	-0.2%	-1.2%
CCOC(=O)C1=C(COC(=O)c2cccc(Cl)c2)NC(=O)NC1C (stereo not given)	4.9%	-7.0%	-7.3%	2.0	-5.8	/	29.8	18.6%	6.3%	3.2%
Cc1ccn(C)c(=N)c1	-8.0%	-3.1%	-17.3%	-8.9	0.0	0.2	-7.6	5.7%	3.0%	2.1%
CCSc1nnc(NC(=O)CCNC(=O)c2ccccc2Cl)s1	/	/	0.0%	-3.6	9.4	/	/	-3.5%	/	-2.8%
COc1ccc(Cl)cc1NC(=O)CN(C)C(=O)c1sccc1-c1ccccc1	/	/	-3.7%	8.0	11.7	/	20.4	-8.2%	/	-2.3%
O=C1CSC(c2cccc([N+](=O)[O-])c2)N1CCc1ccccc1 (stereo not given)	11.0%	2.7%	7.3%	4.9	-1.7	1.5	7.5	-10.0%	23.6%	0.2%
CC(=O)Nc1ccc(NC(=O)CCc2ccc(C)o2)cc1	-2.2%	-5.9%	6.3%	-3.5	10.9	/	0.0	-16.1%	1.0%	-0.8%
Cc1c(N2C(=O)C3C4C=CC(C5CC45)C3C2=O)c(=O)n(-c2ccccc2)n1C (stereo not given)	-3.2%	-4.8%	?	-9.5	6.0	1.3	-1.4	2.7%	7.5%	2.0%
O=S(=O)(Cc1ccc(Cl)cc1)NCc1ccc2c(c1)OCO2	2.9%	-6.0%	-32.1%	-24.1	3.7	/	22.6	-0.3%	0.2%	1.1%
Cc1ccc(C(=O)NCc2ccc3c(c2)OCO3)cc1	0.5%	0.1%	19.2%	-2.0	-29.4	-1.0	28.1	5.3%	-0.9%	3.3%
COc1ccc2[nH]cc(CCNC(=O)CCC3CCCCC3)c2c1	1.7%	3.0%	-4.0%	-9.7	-17.2	0.6	?	6.8%	2.9%	-2.2%
CC1(C)C(=O)OC(/C=C/c2cccc([N+](=O)[O-])c2)C(C)(C)C1=O (stereo not given)	8.5%	2.9%	5.5%	4.0	3.2	1.2	14.5	-1.4%	-4.5%	-3.6%
O=c1cc(O)c2sc(Nc3ccc(F)c(Cl)c3)nc2[nH]1	3.2%	-1.1%	7.5%	-2.1	0.5	-19.5	-0.2	-2.0%	-3.3%	1.1%
Cc1ccc(S(=O)(=O)N2CCC(C(=O)C3C(=O)CC(C)(C)CC3=O)CC2)cc1	-1.7%	4.8%	10.7%	11.8	13.8	-1.1	0.0	1.7%	14.8%	3.0%
COc1c(C)cc(S(=O)(=O)NCCN2CCOCC2)c(C)c1C	-0.9%	1.8%	-7.2%	5.2	-3.1	0.8	1.5	9.6%	10.3%	1.0%
COCCCNC(=O)c1cn(CCOC)c(=O)c2c1c1ccccc1n2C	3.5%	-0.3%	?	-38.6	4.6	-2.8	-6.0	22.1%	-0.1%	16.9%
CCOc1ccccc1C(=O)NCC(=O)OCCCOC(=O)CNC(=O)c1ccccc1OCC	/	/	3.5%	0.4	-0.5	/	1.5	2.5%	/	0.2%
CCCNC(=O)/C=C/C(=O)O	-7.5%	0.4%	0.6%	11.5	0.6	0.8	-0.2	0.3%	-2.4%	5.1%
CNC(=S)NNC(=O)c1sc2cc(C(F)(F)F)cnc2c1-c1cccnc1	/	1.2%	?	-0.4	3.4	-14.2	-2.1	0.8%	-1.1%	51.4%[activator]
c1ccc(COc2cccc(CN3CCc4ccccc4C3)c2)cc1	-4.1%	0.0%	-16.7%	-2.3	-18.9	-0.2	-1.2	7.5%	-0.5%	0.7%
